KCNQ1 act: potentiates or activates the human KCNQ1 potassium channel | P51787 | CHO-K1 KCNQ1, thallium flux FluxOR fluorescence; active compounds read high | B-score at 10 µM | 310,000 tested, 0.35% active | AID 2648;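 active means fluorescence ratio B-score, a plate-corrected score, at least three library SD, with initial intensity B-score within 5 SD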
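Medium – assay buffer, equal DMSO in all wells · Material – CHO-K1 cell line with stable KCNQ1 potassium channel expression · Signal – kinetic FluxOR thallium fluorescence, 10-s 1-Hz baseline, 110-s post-stimulus read · Compound – single concentration per compound, DMSO matched to controls · Schedule – 37 °C overnight plating, 90-min dark dye load, 20-min compound pretreatment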
HDAC3 inh: blocks human histone deacetylase 3 | O15379 | recombinant HDAC3, fluorogenic peptide/trypsin coupled, fluorescence | inhibition, % at 8.3 µM | 320,000 tested, 0.15% active | AID 2718; in the data active means inhibition above about 26%, passing the limit was not always enough
hERG rescue: shields human hERG channel from block by proarrhythmic agents. Q12809. CHO-hERG, FluxOR thallium flux, dofetilide IC70 present. activation (rescue from dofetilide block), less the hit threshold, % at 10 µM. 310,000 tested, 0.51% active. AID 1511;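 active means activation above the mean of controls blocked by dofetilide plus 5 SD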;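 further: thallium influx through hERG after potassium depolarization seen as dye fluorescence rise; in these data hits start at about 4.7%; inactives centre near -7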
KCNQ1 block: blocks the human KCNQ1 potassium channel | CHO-K1 KCNQ1, FluxOR thallium flux fluorescence; active compounds read high | B-score at 10 µM | 310,000 tested, 1.3% active | AID 2642;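 active means compounds whose thallium flux B-score, printed positive for inhibition, exceeds three library SD while starting fluorescence stays within three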;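 further: channel opened by potassium depolarization with thallium stimulus after 20 min compound exposure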
KCNK3 inh: human KCNK3 channel inhibition, primary screen. O14649. CHO-KCNK3 thallium flux, FluxOR fluorescence; active compounds read low. B-score at 10 µM. 340,000 tested, 0.84% active;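 active means B-score under library mean minus 4 SD, starting fluorescence ratio at most library mean plus 5 SD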;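 further: more negative B-score means stronger inhibition of thallium flux through KCNK3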
Target sequence (O14649 whole entry, looked up): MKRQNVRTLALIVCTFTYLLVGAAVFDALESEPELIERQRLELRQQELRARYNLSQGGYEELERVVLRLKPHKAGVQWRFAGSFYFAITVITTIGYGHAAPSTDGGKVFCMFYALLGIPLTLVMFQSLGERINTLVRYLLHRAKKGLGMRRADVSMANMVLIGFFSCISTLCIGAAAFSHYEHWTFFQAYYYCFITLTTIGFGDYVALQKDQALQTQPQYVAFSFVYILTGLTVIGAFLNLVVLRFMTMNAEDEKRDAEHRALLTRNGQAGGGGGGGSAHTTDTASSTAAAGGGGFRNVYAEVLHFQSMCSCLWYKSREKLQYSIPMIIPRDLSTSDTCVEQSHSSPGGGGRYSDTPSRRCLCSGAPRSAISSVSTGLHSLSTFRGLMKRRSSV
RGS4 pot: potentiators or activators of RGS4 | 310,000 tested, 0.92% active | HEK293 M3R/inducible RGS4, carbachol calcium flux Fluo4; active compounds read low | B-score at 10 µM;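 active means B-score of the integrated calcium signal more than 4 SD below the library mean, with starting fluorescence not abnormally high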;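 further: negative B-score means reduced calcium response which marks RGS4 activation or potentiation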
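Test system: HEK293 cells with stable M3R and inducible RGS4; also added: carbachol at ECmax as muscarinic agonist stimulus; schedule: dye loading 30 min 37 °C, buffer rest 30 min RT; technique: kinetic calcium fluorescence imaging with Fluo4-AM dye, 2 µM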
GSK3A inh: blocks human GSK-3 alpha kinase. inhibition, % at 10 µM. AID 2650. P49840. ADP-Glo luminescence, 60 min. 320,000 tested, 0.1% active;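 in the data active means inhibition above about 50%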;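 further: GST-tagged GSK-3 alpha with peptide substrate and 25 µM ATP; 0% = DMSO neutral wells and 100% = GW8510 positive control wells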
PolyA inhibitor: inhibitors of polyadenylation in S. cerevisiae; S. cerevisiae SKY197-pL101 polyadenylation reporter, beta-gal luminescence; efflux-impaired pdr1/pdr3 knockout yeast; score 100 = 6 SD above DMSO; calls only at 12 µM; 300,000 tested, 0.02% active;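 active means lowest replicate activity score at least 50, where 100 means six control SD above control mean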;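 further: yeast exposed to compound for 9 h at 30 °C; higher score means more reporter readthrough which indicates perturbed polyadenylation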
KCNK9 block: human KCNK9 channel inhibition; Q9NPC2; 310,000 tested, 1.2% active; B-score at 10 µM; HEK293 KCNK9, FluxOR thallium flux fluorescence; active compounds read low;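 active means ratio B-score over 3 SD below the library mean, with starting fluorescence within 5 SD of its mean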;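 further: negative B-score means less thallium flux so channel inhibition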
Target sequence (Q9NPC2 whole entry, looked up): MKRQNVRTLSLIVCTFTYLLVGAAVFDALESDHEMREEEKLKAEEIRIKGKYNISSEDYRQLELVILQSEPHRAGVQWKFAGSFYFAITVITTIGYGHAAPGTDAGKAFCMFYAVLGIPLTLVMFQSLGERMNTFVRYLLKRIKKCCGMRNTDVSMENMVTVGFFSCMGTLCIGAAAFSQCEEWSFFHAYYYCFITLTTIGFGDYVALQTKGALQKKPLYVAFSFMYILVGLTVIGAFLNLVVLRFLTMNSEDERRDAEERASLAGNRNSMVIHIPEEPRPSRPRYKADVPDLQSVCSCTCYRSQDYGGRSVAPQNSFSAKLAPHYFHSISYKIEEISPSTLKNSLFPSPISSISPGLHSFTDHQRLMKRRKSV
GSK3B inh: inhibitors of human GSK3beta kinase; GST-GSK3beta kinase, ADP-Glo luminescence, 60 min; active compounds read low; AID 2097; P49841; activity score (negative = inhibition), % at 10 µM; 300,000 tested, 0.038% active;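 active means more than half of replicate wells score below -50%, meaning over 50% inhibition versus plate controls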;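 further: 0% = median DMSO wells and -100% = median GW8510 positive control wells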
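Assay system: GST-fused GSK3beta enzyme, cell-free / Medium: Tris pH 7.5 buffer with MgCl2, DTT, BSA, heparin / Also added: peptide substrate plus 25 µM ATP (final) / Compound: 10 µM single point / Timing: kinase reaction with compound 60 min at room temperature / Detection: ADP-Glo luminescence / Benchmarks: DMSO neutral wells and GW8510 at 20 µM as positive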
DYRK1A inh: blocks rat Dyrk1A kinase activity; AID 504441; Q63470; ADP-Glo luminescence, NFATc1 peptide; inhibition, % at 12.5 µM; 310,000 tested, 0.43% active; in the data active means inhibition above about 50%;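 further: plate controls were vehicle with enzyme for no effect and no enzyme for full effect; many of its hits are not listed in these tables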
Active calls of the source: *; i = inactive; . = not tested or not shown.

Structure	KCNK9 block	hERG rescue	DYRK1A inh	GSK3A inh	RGS4 pot	KCNQ1 block	PolyA inhibitor	KCNK3 inh	GSK3B inh	KCNQ1 act	HDAC3 inh
FC(F)(F)c1cccc(CN2CCN(c3ncccn3)CC2)c1	i	-6	-4	0	i	i	i	i	-3	i	5
COc1ccc(COC(=O)C2=C(C)NC(=O)NC2c2ccc(O)c(OC)c2)cc1 (centres undefined)	i	-4	14	23	i	i	i	i	-25	i	2
CCCN1CCC(=O)N([C@H](CO)c2ccccc2)CC1	i	-7	3	-1	i	i	i	i	2	i	4
O=C(CCN1C(=O)/C(=C\c2ccc(F)cc2)SC1=S)Nc1ccc(O)cc1	i	-8	-2	-1	i	i	i	i	0	i	.
Cc1cc(C)cc(Oc2ccc(NC(=O)C3CC=CCC3C(=O)O)cc2)c1 (centres undefined)	i	-16	-8	-5	i	i	.	i	3	i	1
CCOC(=O)CSc1nnc(CNC(=O)Cc2ccccc2)n1C	i	-11	-2	-2	i	i	i	i	4	i	-3
COc1ccc(C(O)c2nc3ccccc3n2C)cc1OC (centres undefined)	i	-7	-8	-4	i	i	i	i	2	i	7
Cc1cc(C)nc(NC(=O)c2cc3ccccc3o2)n1	i	-2	.	-1	i	i	i	i	-1	i	1
COc1cc(NC(=O)CSc2nc3[nH]ncc3c(=O)n2-c2ccccc2C)cc(OC)c1OC	i	-9	-2	0	i	i	i	i	2	i	0
CCn1c(=N)n(CC(=O)C23CC4CC(CC(C4)C2)C3)c2ccccc21	i	-13	0	-1	i	i	i	i	-2	i	3
Cc1cc(C)c(C)c(S(=O)(=O)NCCCN2CCCC2=O)c1C	i	-5	.	0	i	i	i	i	1	i	-4
Cc1ccc([N+](=O)[O-])cc1N/C=C1\CCCCC1=O	i	-2	1	-1	i	i	i	i	2	i	3
Nc1ccc(C(CC(=O)O)n2cccc2)cc1 (centres undefined)	i	-8	-2	-5	i	i	i	i	2	i	-1
COc1cccc(NC(=O)Cn2nnc(C(=O)NCc3cccs3)c2N)c1	i	-9	-5	0	i	i	i	i	-1	i	1
Clc1ccc(Nc2nc(-c3ccncc3)cs2)cc1	i	-7	0	-2	i	i	i	i	1	i	-2
COc1ccc(CC(=O)N(Cc2ccccc2)c2cccc(C)c2)cc1OC	i	-13	8	-2	i	i	i	i	1	i	3
COc1ccccc1C(=O)NC(=O)COC(=O)C1CC2CCCC(C1)C2=O (centres undefined)	i	-8	-1	.	i	i	i	i	-3	i	-2
CCCSc1nc2c(cnn2-c2ccc(Cl)cc2)c(=O)[nH]1	i	-5	10	-2	i	i	i	i	-1	i	-1
O=C(Nc1ccccc1)Nc1ccc2ccccc2n1	i	2	-1	-1	i	i	i	i	0	i	0
N#CC1=C(N)Oc2n[nH]c(-c3ccccc3)c2C1c1ccsc1 (centres undefined)	i	-3	20	7	i	i	i	i	2	i	9

More entries follow:
Structure	KCNK9 block	hERG rescue	DYRK1A inh	GSK3A inh	RGS4 pot	KCNQ1 block	PolyA inhibitor	KCNK3 inh	GSK3B inh	KCNQ1 act	HDAC3 inh
Cc1ccc(NC(=O)c2ccc3c(c2)S(=O)(=O)c2ccccc2C3=O)cc1S(=O)(=O)N1CCOCC1	i	-8	7	-2	i	i	i	i	-1	i	2
O=C1CCc2cc(NS(=O)(=O)c3ccccc3)cc3c2N1CC3	i	-8	18	3	i	i	i	i	-2	i	-2
COc1cccc2cc(-c3nc4ccccc4[nH]3)c(=O)oc12	i	-2	-2	1	i	i	i	i	1	i	-1
Cn1c(Nc2ccccc2)nc2ccccc21	i	-3	1	1	i	i	i	i	-4	i	1
COc1ccc(NC(C)=O)cc1NC(C)C(=O)Nc1ccc(F)c(F)c1F (centres undefined)	i	-7	-3	2	i	i	i	i	2	i	-2
CCCc1cc(Nc2ccccc2C)n2ncnc2n1	i	-4	-3	2	i	i	i	i	1	i	0
Cc1ccc(C(=O)N/C(=C\c2ccc(-c3ccccc3[N+](=O)[O-])o2)C(=O)NCCN(C)C)cc1	i	-4	13	0	i	i	i	i	-6	i	3
c1coc(CNCC2OCCc3ccccc32)c1 (centres undefined)	i	-4	-7	3	i	i	i	i	-1	i	9
CC(C)c1nc(SCC(=O)N2CCN(c3ccccc3)CC2)c2c(=O)n(C)c(=O)n(C)c2n1	i	-10	3	.	i	i	i	i	0	i	.
CC(C)C(C(=O)NCC1CCCO1)N(C(=O)CNS(=O)(=O)c1ccccc1)c1ccc(F)cc1 (centres undefined)	i	-14	0	1	i	i	i	i	0	i	-3
COc1ccc(CNC(=O)CCn2ccc3cc(S(=O)(=O)N4CCCC4)ccc32)cc1	i	-8	2	-1	i	i	i	i	-2	i	2
Cc1nc2nc(Cc3ccccc3)[nH]n2c(=O)c1Cl	i	-4	-3	-1	i	i	i	i	3	i	2
O=C(Cc1csc(N2CCOCC2)n1)N/N=C/c1cccc(O)c1	i	-12	0	-1	i	i	i	i	1	i	0
O=C(NCc1cc([N+](=O)[O-])ccc1O)c1cccnc1Sc1ccccc1	i	-6	4	-5	i	i	i	i	3	i	1
CC1CCC2(CC1)NC(=O)N(CC(=O)Nc1ccc3[nH]c(=O)[nH]c3c1)C2=O (centres undefined)	i	-11	1	1	i	i	i	i	5	i	-12
Cc1ccc2oc(=O)c3cnn(CC(=O)N(CCC(C)C)Cc4ccco4)c3c2c1	i	-14	-2	-2	i	i	i	i	4	i	.
CCCc1nnc(SCC(=O)N2CCCCC2C)n1CCOC (centres undefined)	i	-21	-6	-1	i	i	i	i	0	i	2
CC(=O)Nc1c(N)c2ccccc2oc1=O	i	-1	-3	0	i	i	i	i	-26	i	-6
COc1cc(/C=C2\C(=N)N3N=C(S(C)(=O)=O)SC3=NC2=O)ccc1OC(=O)c1cccs1	i	-12	.	0	i	i	i	i	2	i	3
CCn1cc(C(=O)OCC(=O)c2cc(C)n(-c3cccc(C(F)(F)F)c3)c2C)c(=O)c2ccc(C)nc21	i	-15	11	1	i	i	i	i	1	i	10

In the list so far, 2 have a CF3 group.
Structure	KCNK9 block	hERG rescue	DYRK1A inh	GSK3A inh	RGS4 pot	KCNQ1 block	PolyA inhibitor	KCNK3 inh	GSK3B inh	KCNQ1 act	HDAC3 inh
FC(F)(F)c1cccc(CN2CCN(c3ncccn3)CC2)c1	i	-6	-4	0	i	i	i	i	-3	i	5
CCn1cc(C(=O)OCC(=O)c2cc(C)n(-c3cccc(C(F)(F)F)c3)c2C)c(=O)c2ccc(C)nc21	i	-15	11	1	i	i	i	i	1	i	10

Next section
Structure	KCNK9 block	hERG rescue	DYRK1A inh	GSK3A inh	RGS4 pot	KCNQ1 block	PolyA inhibitor	KCNK3 inh	GSK3B inh	KCNQ1 act	HDAC3 inh
CCOC(=O)C1CCCN(C(=O)c2ccc(OC)c([N+](=O)[O-])c2)C1 (centres undefined)	i	-12	4	-5	i	i	i	i	-2	i	-5
CC(=O)Nc1c(-c2cc(=O)oc3cc(C)ccc23)oc2ccccc12	i	-6	-1	.	i	i	i	i	-1	i	.
C/C(=N\Nc1ccc([N+](=O)[O-])cc1)c1ccc(N2CCOCC2)cc1	i	-12	-8	-3	i	i	i	i	-5	i	-1
Fc1ccccc1-c1nnc2ccc3ccccc3n12	i	-3	5	4	i	i	i	i	0	i	-10
COc1ccc(/C=C/C(=O)OCn2c(SC)nnc(C)c2=O)cc1OC	i	-17	.	-2	i	i	.	i	1	i	.
CCN(CC)Cc1nc2sc(C)c(C)c2c(=O)[nH]1	i	-10	1	-2	i	i	i	i	1	i	0
CCOC(=O)C1CCN(C2=C(NS(=O)(=O)c3ccc(Cl)cc3)C(=O)c3ccccc3C2=O)CC1	i	-16	-3	-4	i	6*	i	i	2	i	-6
NC(=O)c1cnn2c1NC(c1ccc(F)cc1)CC2C(F)(F)F (centres undefined)	i	-8	5	-1	i	i	i	i	-3	i	-4
C#CCNC(=O)C1=C[C@@H](c2coc3ccccc3c2=O)C[C@@H](OCCCCO)O1	i	-9	1	-3	i	i	i	i	4	i	3
Cc1nc(Cl)c(Cl)n1CCOc1ccccc1	i	-7	.	1	i	i	i	i	0	i	0
COc1cccc(CNC(=O)CCS(=O)(=O)c2ccc3c(c2)NC(=O)C(C)S3)c1 (centres undefined)	i	-6	.	-2	i	i	i	i	1	i	-5
COC(=O)c1[nH]c2cccc(OC)c2c1NC(=O)CN1CCN(c2cccc(OC)c2)C(C)C1 (centres undefined)	i	-27	-7	0	i	i	i	i	3	i	-1
Brc1cccc(OCCN2CCOCC2)c1	i	-4	3	-1	i	i	i	i	1	i	-6
O=C(Cn1cc(C(F)(F)F)ccc1=O)N/N=C/c1ccccc1O	i	-17	-17	-2	i	i	i	i	-3	i	.
Clc1ncc(CN2CCN(Cc3ccccc3)CC2)s1	i	-1	-6	-3	i	i	i	i	-2	i	2
CN(c1ccc(OCC(=O)OCC(=O)Nc2ccc(Br)cc2)cc1)S(=O)(=O)c1cccs1	i	-5	-2	-1	i	i	i	i	2	i	-4
O=C(c1ccc(Cl)cc1)c1cnc(-c2ccc(Cl)cc2)s1	i	-3	-2	0	i	i	i	i	5	i	-1
Cc1cccc(C)c1NC(=O)C1CC(=O)N(C(C)C)C1 (centres undefined)	i	-2	-2	-1	i	i	i	i	-2	i	6
CCCNC(=O)Cc1cc(=O)[nH]c(=O)[nH]1	i	-7	-1	0	i	i	i	i	2	i	6
O=C(CSc1ccc(-c2cccc([N+](=O)[O-])c2)nn1)N1CCCC1	i	-12	7	-1	i	i	i	i	-2	i	-1

(next part)
Structure	KCNK9 block	hERG rescue	DYRK1A inh	GSK3A inh	RGS4 pot	KCNQ1 block	PolyA inhibitor	KCNK3 inh	GSK3B inh	KCNQ1 act	HDAC3 inh
CC(C(=O)NCC1CCCCC1)N1CCN(S(=O)(=O)/C=C/c2ccccc2)CC1 (centres undefined)	i	-4	0	0	i	i	i	i	1	i	0
O=C(NC(=S)Nc1ccccc1N1CCCC1)c1cccc(F)c1	i	3	28	6	i	i	i	i	1	i	-1
CC1(C)Cc2ccccc2C(CSc2ccccc2C(=O)O)=N1	i	-3	5	-1	i	i	i	i	-2	i	4
CSCC[C@H](Nc1ncnc2sc(C)c(C)c12)C(=O)O	i	-13	4	.	i	i	i	i	-3	i	-14
CC1(C(=O)O)CCC(C(=O)Nc2ccc3ccccc3c2)C1(C)C (centres undefined)	i	-13	0	-3	i	i	i	i	1	i	-7

From PubChem BioAssay

Not all compounds are listed; rates above refer to the full screens.
